NOD2 inhibition: NOD2 signaling inhibitors, cell-based, luminescence, uHTS, HEK293 (AID 1566); HEK293 NOD2/NF-kB luciferase reporter, luminescence; higher % means a stronger effect; 290,000 compounds, 0.63% hits; inhibition, % at 4 µM; hits with a dose series show EC50 in µM; further: many of its hits are not listed in these tables
AID2073: inhibitors of Mint1-CaV2.2 protein interaction, biochemical, HTRF (AID 2073) | Voltage-dependent N-type calcium channel subunit alpha-1B (Homo sapiens) | HTRF protein-protein interaction, Mint1-CaV2.2; higher % means a stronger effect | one-dose inhibition, % at 20 µM; IC50 in µM for titrated hits | 290,000 compounds, 0.19% hits; in the data active means inhibition mostly above about 51%, no sharp cut-off; inconclusive means no clear call, values can overlap the other calls; inactive means mostly below about 53%; further: some results filed as inactive read as strong as hits
Siah-1 displacement: Siah-1 peptide-binding antagonists, primary screen, biochemical, fluorescence polarization, rhodamine-plectin, uHTS (AID 1817); E3 ubiquitin-protein ligase SIAH1 (Homo sapiens); Siah-1 / rhodamine-plectin peptide fluorescence polarization; higher % means a stronger effect; displacement, % at 20 µM, or IC50 in µM where a hit was titrated; 290,000 compounds, 0.02% hits;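 active means displacement of at least 50% at 20 µM, with a fluorescence ratio check between 0.3 and a set limit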;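 further: plate controls were Siah plus tracer with DMSO for no effect and tracer alone without Siah for full effect; strong numbers were not always called active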
XIAP displacement: XIAP antagonists, biochemical, IAP family, fluorescence polarization (AID 1018); 200,000 compounds, 0.007% hits; displacement, % at 20 µM, or IC50 in µM where a hit was titrated; XIAP BIR domain, fluorescence polarization peptide displacement; higher % means a stronger effect; E3 ubiquitin-protein ligase XIAP (Homo sapiens); in the data active means displacement above about 50%; further: a part of the inactive calls stands beside numbers as strong as those of hits
Hep lipid drop: inhibitors of hepatocyte lipid droplet formation, primary screen, imaging, high-throughput imaging, BODIPY stain; AML12 mouse hepatocytes, oleate lipid droplets; inhibition, % at 6.5 µM; 240,000 compounds, 0.4% hits; AID 1656, 2009;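 active means lipid droplet intensity inhibited by at least 50%, with more than 500 cells counted; inconclusive means wells with under 300 cells, treated as cytotoxic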
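System: AML12 hepatocytes (mouse). Probe or stimulus: oleic acid at 100 µM to induce lipid droplet formation. Times: overnight treatment with compound plus oleate. Detection: Image-based BODIPY and DAPI two-channel analysis. Evaluation: percent inhibition of filter-corrected integrated lipid droplet intensity per well.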
M17LAP inhibition: P. falciparum M17LAP inhibitors, primary screen, biochemical, fluorogenic H-Leu-NHMec substrate, 1536-well (AID 1619) | 220,000 compounds, 0.38% hits | recombinant M17LAP, H-Leu-NHMec fluorogenic kinetic assay; higher % means a stronger effect | inhibition, % at 30 µM; hits with a dose series show IC50 in µM | Leucine aminopeptidase (Plasmodium falciparum (isolate 3D7));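 active means compound inhibiting the enzyme by more than half at any dose during confirmatory dose-response retesting; inconclusive means strong single-dose inhibitors picked by rank but not retested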;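 further: plate controls were full reaction with DMSO carrier for no effect and no enzyme background for full effect; strong numbers were not always called active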
LYP phosphatase: inhibitors of LYP phosphatase, biochemical, fluorescence intensity, uHTS (AID 1779); Tyrosine-protein phosphatase non-receptor type 22 (Homo sapiens); recombinant LYP phosphatase, fluorescence intensity; higher % means a stronger effect; 290,000 compounds, 0.054% hits; one-dose inhibition, % at 11.5 µM; IC50 in µM for titrated hits;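 further: plate controls were vehicle with enzyme for no effect and no enzyme for full effect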
ER stress rescue: rescue of cells from ER stress-induced death, primary screen, 384-well, CSM14.1, thapsigargin, ATP luminescence (AID 1222); CSM14.1 thapsigargin-induced death rescue, ATP luminescence; higher % means a stronger effect; 190,000 tested, under 10 active; one-dose cellular ATP content (survival), % at 20 µM; EC50 in µM for titrated hits;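 active means EC50 below 50 µM in the dose-response confirmation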;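 further: death triggered by thapsigargin at about 15 µM added after 2 h compound pretreatment; cell ATP read after overnight thapsigargin exposure of roughly 18 to 22 hours; normalized against plate controls of thapsigargin alone and 5% DMSO vehicle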
P. falciparum M1AAP: P. falciparum M1AAP inhibitors, biochemical, fluorogenic H-Leu-NHMec substrate, 1536-well (AID 1445) | Aminopeptidase N (Plasmodium falciparum (isolate 3D7)) | one-dose inhibition, % at 30 µM; IC50 in µM for titrated hits | recombinant M1AAP, H-Leu-NHMec fluorogenic kinetic assay; higher % means a stronger effect | 220,000 compounds, 0.42% hits;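 active means primary inhibition above the hit cutoff, then over 50% inhibition at one or more dose response concentrations, cut at about 23% in these data, passing the limit was not always enough; inconclusive means conflicting primary data, or primary hits not chosen for dose response; inactive means low primary inhibition, or under 50% at every dose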;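 further: plate controls were DMSO full reaction for no effect and no enzyme background for full effect; strong numbers were not always called active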
Hep lipid drop cells 6.5 µM: second read-out of Hep lipid drop, no call of its own (marks repeat the call); cell count; measured here: cell count, cytotoxicity flag;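 cells counted across two imaged fields per well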
An asterisk follows results filed as active; ? = inconclusive; . = no result given. Unless noted, no stated cut-off is given here; in the data, active means inhibition above about 50%; inactive means the rest. Not all compounds are listed, so the mix of outcomes need not match the whole.

compound,P. falciparum M1AAP,LYP phosphatase,NOD2 inhibition,Siah-1 displacement,M17LAP inhibition,ER stress rescue,XIAP displacement,Hep lipid drop,Hep lipid drop cells 6.5 µM,AID2073
CCOC(=O)c1ccc(-n2c(C)nc3c(cnn3-c3ccccc3C)c2=O)cc1,5%,0%,15%,15%,18%,.,-1.0%,10,616,-6%
FC(F)(F)c1ccc(-c2noc(CN3CCCN(C4CCCCC4)CC3)n2)cc1,-1%,-11%,6%,-3%,-3%,-0.4%,-7.1%,-8,716,9%
CCOc1cc(NC(=O)c2ccccn2)c(OCC)cc1NC(=O)c1cccc(C)c1,-2%,-2%,12%,-2%,5%,2.3%,-2.1%,-9,706,?
CC(=O)N1CCc2cc(S(=O)(=O)CCC(=O)NCCc3ccc(Cl)cc3)ccc21,.,-17%,16%,3%,.,.,.,-6,790,0%
O=c1[nH]n(-c2cccc3cccnc23)c(=O)c2ccccc12,7%,-7%,6%,-3%,1%,-1.5%,-3.1%,.,.,-10%
CC(C)Oc1ccc(/C=N/NC(N)=S)cc1,9%,-1%,-19%,-2%,35%,-3.4%,-11%,-6,695,3%
CCNc1nc(NC(C)C)nc(Oc2ccc(OCCOc3ccccc3)nn2)n1,1%,1%,-8%,4%,-1%,-1.6%,-4.4%,.,.,-6%
CCOC(=O)CCc1c(C)nc2c(c(C)nn2C(C)(C)C)c1C,-3%,7%,4%,3%,-4%,0.2%,-7.5%,-7,610,4%
O=C(NCc1ccccn1)Nc1ccc(Br)cc1Cl,.,-6%,-10%,-4%,.,.,.,15,685,10%
O=C(CCS(=O)(=O)c1ccc2c(c1)NC(=O)CO2)NCCc1ccc(Cl)cc1,.,-7%,1%,14%,.,.,.,-2,677,2%
COc1ccc(Nc2nnc(-c3ccc(O)cc3)c3ccccc23)cc1,20%,-6%,-2%,-2%,38%,1.3%,-6.0%,1,677,10%
C=CCN(C(=O)c1ccc(Cl)cc1)c1ccccc1C(=O)NCC(=O)O,5%,-10%,4%,13%,-1%,.,.,4,709,0%
O=[N+]([O-])c1cc(/C=N/N2CCOCC2)cs1,.,-8%,13%,3%,.,.,.,.,.,2%
CCOC(=O)/C(C(N)=NCCO)=C(/O)c1ccccc1,3%,-5%,-5%,0%,4%,-0.3%,-3.4%,1,804,-2%
CCOC(=O)c1cc(-c2ccccc2)sc1NC(=O)CN1C(=O)NC(CC)(c2ccc(F)cc2)C1=O (stereo not drawn),2%,6%,-43%,3%,4%,8.6%,-2.3%,4,667,13%
CCOC(=O)Cc1csc(NC(=O)CSc2nc(-c3ccccc3)c(C#N)c(=O)[nH]2)n1,8%,-2%,4%,2%,24%,2.0%,-5.1%,20,671,8%
CCn1c(C)nc2cc(C(=O)NNC(=S)Nc3ccc(Cl)cc3Cl)ccc21,-11%,-8%,10%,-5%,3%,-1.5%,-21%,6,531,-14%
CCN(CC)CCN(C(=O)c1c(F)cccc1F)c1nc2cc(C)cc(C)c2s1,0%,1%,8%,-1%,1%,0.6%,-3.6%,19,729,22%
Cc1ccc(S(=O)(=O)NCCc2nc3ccccc3[nH]2)cc1,.,-8%,-2%,8%,.,.,.,-3,729,0%
CCc1ccc(N(CC(=O)NC)S(C)(=O)=O)cc1,2%,-5%,4%,2%,6%,2.4%,-3.5%,10,721,-4%

Remaining list, next part
compound,P. falciparum M1AAP,LYP phosphatase,NOD2 inhibition,Siah-1 displacement,M17LAP inhibition,ER stress rescue,XIAP displacement,Hep lipid drop,Hep lipid drop cells 6.5 µM,AID2073
COc1cc(/C=N/NC(N)=S)ccc1OC(=O)c1ccc(C)cc1,2%,-3%,-33%,1%,-3%,7.0%,-1.6%,-19,723,1%
CN(Cc1ccccc1)C(=O)c1[nH]cnc1C(=O)N[C@@H](Cc1ccccc1)C(=O)OC(C)(C)C,.,-2%,10%,-3%,.,.,.,-5,819,5%
COc1ccc(O)c(/C=C(\C#N)C(=O)Nc2ccccn2)c1,.,-10%,-18%,6%,.,.,.,22,807,28%
OC(COc1ccc2c(c1)OCO2)CN1CCN(c2ccccc2)CC1 (stereo not drawn),3%,-3%,-16%,-2%,3%,-2.0%,-9.7%,0,656,-6%
CCOC(=O)C1CCCN(Cc2cccc(Oc3ccccc3)c2)C1 (stereo not drawn),.,-8%,12%,-2%,.,.,.,-7,849,5%
